CFTR F508del cor: correctors of CFTR F508del function in bronchial epithelial cells | CFBE cells, YFP halide quenching; stimulated with forskolin plus potentiator P3; % fluorescence drop versus neutral controls | 350,000 tested, 0.36% active | AID 720511 | activity (quench increase), % at 7.58 µM;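 active = mean added fluorescence quench of at least 8% versus neutral control, with both replicates also reaching 8%; inconclusive = only one of the mean or replicate conditions met; inactive = mean below 8% and not both replicates reaching 8%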;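 also: cells transiently co-express mutant CFTR-F508del with the halide-sensitive YFP; corrector assay measuring rescue of mutant channel to the surface after 24 h compound exposure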
ERp5 inh: ERp5 (human) disulfide isomerase inhibition; inhibition, % at 9.99 µM; 350,000 tested, 0.05% active; ERp5 insulin aggregation, absorbance 650 nm, 90 min; Q15084;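 active = mean replicate inhibition above about 25%, with every replicate also reaching it, limit read from the data, passing the limit was not always enough; inconclusive = only one of those two criteria met; inactive = neither criterion met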
Target sequence (Q15084 whole entry, looked up): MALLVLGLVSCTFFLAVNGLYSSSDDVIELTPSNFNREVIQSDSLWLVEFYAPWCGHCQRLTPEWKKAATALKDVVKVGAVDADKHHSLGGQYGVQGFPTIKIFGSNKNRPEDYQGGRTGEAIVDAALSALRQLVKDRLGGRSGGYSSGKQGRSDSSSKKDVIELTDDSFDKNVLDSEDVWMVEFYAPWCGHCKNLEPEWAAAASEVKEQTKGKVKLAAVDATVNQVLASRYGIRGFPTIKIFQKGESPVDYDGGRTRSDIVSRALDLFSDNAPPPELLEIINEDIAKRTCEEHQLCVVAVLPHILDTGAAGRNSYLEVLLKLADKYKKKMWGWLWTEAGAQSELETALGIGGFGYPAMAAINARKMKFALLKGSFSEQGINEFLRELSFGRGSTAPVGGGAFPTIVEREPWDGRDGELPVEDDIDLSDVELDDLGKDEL
miR-122 sensor: blocks miR-122 activity in Huh7 sensor cells | AID 602342 | activation (reporter increase), % at 12.5 µM | 340,000 tested, 0.3% active | Huh7 miR-122 Renilla luciferase sensor, 48 h; neutral wells = 0, positive control = 100;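 active = mean replicate activation score at least 90 and every replicate individually at or above 90; inconclusive = only one of the two criteria met; inactive = neither criterion met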;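 also: higher luciferase means less miR-122 activity so hits act as miR-122 inhibitors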
ERAP1 HTS inh: ERAP1 (human) enzyme inhibition; Q9NZ08; recombinant ERAP1, Leu-AMC fluorescence, 60 min; inhibition, % at 10.7 µM; 340,000 tested, 0.15% active;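 active = mean replicate inhibition of at least 30%, or all replicates individually reaching that 30% level; inactive = mean below 30% and not every replicate reaching it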;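 also: 0% = neutral control wells and 100% = L-leucinethiol positive control wells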
SIRT5 inh: sirtuin-5 (human) deacylase inhibition | inhibition, % at 15 µM | Q9NXA8 | Purified SirT5, succinyl-peptide AMC, trypsin-coupled fluorescence | 330,000 tested, 1.1% active; in the data active = inhibition above about 15%; inconclusive = no clear call, values can overlap the other calls
Target sequence (Q9NXA8 whole entry, looked up): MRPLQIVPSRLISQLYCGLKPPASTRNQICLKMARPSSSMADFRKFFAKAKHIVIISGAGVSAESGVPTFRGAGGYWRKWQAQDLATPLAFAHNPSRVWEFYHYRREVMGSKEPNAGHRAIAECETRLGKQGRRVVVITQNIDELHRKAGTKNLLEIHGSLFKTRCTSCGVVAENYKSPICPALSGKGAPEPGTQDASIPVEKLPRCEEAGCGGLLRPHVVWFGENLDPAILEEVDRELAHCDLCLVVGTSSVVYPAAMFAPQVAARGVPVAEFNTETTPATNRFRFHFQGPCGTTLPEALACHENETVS
Casp6 inh: inhibitors of human caspase-6; P55212; purified caspase-6, Z-VEID-R110 cleavage fluorescence; inhibition, % at 12.5 µM; 350,000 tested, 0.53% active;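 active = mean inhibition across replicates at least about 35%, with every replicate also reaching that limit, limit read from the data; inconclusive = only one of the two criteria met; inactive = neither criterion met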;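 also: 0% = median of neutral control wells and 100% = no fluorescence left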
Target sequence (P55212 24-179 limits assumed): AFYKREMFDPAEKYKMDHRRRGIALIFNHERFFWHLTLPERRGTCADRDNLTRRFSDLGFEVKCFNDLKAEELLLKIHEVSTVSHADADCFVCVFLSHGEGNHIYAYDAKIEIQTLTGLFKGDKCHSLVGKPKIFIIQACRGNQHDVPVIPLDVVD
Target sequence (P55212 194-293 limits assumed): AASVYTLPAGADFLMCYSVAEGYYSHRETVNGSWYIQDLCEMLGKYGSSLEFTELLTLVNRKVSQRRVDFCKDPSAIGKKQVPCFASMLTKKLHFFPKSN
DENV2 CPE rescue: protects cells from dengue virus 2 cytopathic effect; AID 651640; CPE inhibition, % at 9.99 µM; 350,000 tested, 1.7% active; DENV2-infected cells, cytopathic effect rescue, plate reader; in the data active = CPE inhibition above about 20%, passing the limit was not always enough; inconclusive = no clear call, values can overlap the other calls; tested in BHK-21 cells;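 also: 0% = median of neutral control wells and 100% = median of positive control wells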
An asterisk follows results filed as active; ? = inconclusive; . = no result given; [ ] = dose if it differs, or a comment.

SMILES	CFTR F508del cor	ERp5 inh	miR-122 sensor	ERAP1 HTS inh	SIRT5 inh	Casp6 inh	DENV2 CPE rescue
COc1cc(OC)nc(NC(=O)NS(=O)(=O)c2ccccc2Cl)n1	2.2	4	-8	-5	-1	-4	4
CC1(C)NS(=O)(=O)Oc2ccccc21	-0.9	4	5	1	-2	0	9
N#C[C@H](N)[C@H]1O[C@@H](n2ccc(=O)[nH]c2=O)[C@H](O)[C@@H]1O	-2.7	6	.	-1	6	7	1
CCC(=O)N1C[C@H](C)[C@@H](OC)CN(C)C(=O)c2ccc(NC(=O)CC(F)(F)F)cc2OC[C@@H]1C	-1.0	9	.	0	-7	5	?
CC(C)NC(=O)N(C)C[C@@H]1Oc2ccc(NC(=O)CCCN(C)C)cc2CC(=O)N([C@H](C)CO)C[C@@H]1C	0.8	4	-2[16.7 µM]	1	-5	-8	?
CN(C)c1ccc(CN(C(=O)c2cccs2)C2CCS(=O)(=O)C2)cc1 (configuration not stated)	-1.1	4	-6	-1	2	1	?
CCOc1ccc(C2Oc3nc(SC)nnc3-c3ccccc3N2C(C)=O)cc1OC (configuration not stated)	5.5	0	-4	-1	-3	0	1
CC(=O)c1ccc(-c2nnc(CCC(=O)N(C)Cc3cnc4ccccn34)o2)s1	-1.2	6	.	3	1	-3	-2
COCC(=O)N(C)C[C@H]1Oc2cc(C#CC3CC3)ccc2S(=O)(=O)N([C@@H](C)CO)C[C@H]1C	-0.4	-7	-10[16.7 µM]	2	2	2	1
O=C(CN1C(=O)NC2(CCCC2)C1=O)OCc1ccc(Br)cc1	-3.2	13	.	-5	1	6	14
CO[C@@H]1CN(C)C(=O)c2ccc(NC(=O)c3ccccc3F)cc2OC[C@H](C)N(C(=O)c2ccccc2F)C[C@H]1C	-2.9	-1	-3[16.7 µM]	0	6	.	1
O=C(CNCc1ccc(F)cc1)Nc1ccc(C(=O)N2CCCCC2)cc1	-0.9	3	.	2	0	0	-3
O=C(C[C@@H]1CC[C@H]2[C@@H](COC[C@@H](O)CN2S(=O)(=O)c2ccc(F)cc2)O1)NCC1CCCCC1	0.3	0	-2[16.7 µM]	-2	2	-2	7
C[C@@H]1CN([C@@H](C)CO)S(=O)(=O)c2ccc(C#Cc3cccc(F)c3)cc2O[C@H]1CN(C)C	-1.2	-2	-6[16.7 µM]	4	3	2	-2
CSc1nnc(-c2cccc(NC(=O)c3ccccc3)c2)n1C	0.5	7	-1	2	2	4	-3
CCOC(=O)C1CCN(S(=O)(=O)NC[C@H]2O[C@@H](n3cnc4c(N)ncnc43)[C@H](O)[C@@H]2O)C1 (some centres not stated)	-2.4	0	-6	0	-3	-1	-1
CCS(=O)(=O)c1nc(S(=O)(=O)c2ccc(C)cc2)c(N2CCC(O)CC2)s1	0.2	0	.	-2	0	1	-6
CN(Cc1cnccn1)C(=O)c1cc(COc2cccc(C(F)(F)F)c2)on1	-0.9	-5	-6	4	-4	4	3
CCOC(=O)/C(=C/Nc1ccccc1)[N+](=O)[O-]	.	2	.	2	-2	7	.
C[C@H]1CN([C@@H](C)CO)C(=O)c2cc(NC(=O)CCCN(C)C)ccc2O[C@H]1CN(C)S(=O)(=O)c1ccc(Cl)cc1	0.2	-3	3[16.7 µM]	2	-2	0	5
C#CC(C)OC(=O)Nc1cnccc1C(F)(F)F (configuration not stated)	0.4	3	4	-2	1	-5	-3
COc1ccc(Nc2ccc([N+](=O)[O-])c3nonc23)c(OC)c1	3.6	0	-5	-3	0	-3	4
C#CCOCCOCCOCCNc1nc(N2CCN(C(=O)[C@H](C(C)C)n3cc(CCO)nn3)CC2)nc(N2CCN(C(=O)[C@H](C(C)C)n3cc(CCO)nn3)CC2)n1	0.7	0	-3	-8	.	3	-1
O=C(C[C@H]1C[C@@H]2c3cc(NC(=O)c4cccnc4)ccc3O[C@@H]2[C@@H](CO)O1)NC1CCCC1	2.4	2	.	0	1	0	-8
C=CCn1nc(C(=O)OCC)cc1-c1sc(NC(=O)c2ccccc2)nc1C	2.1	-3	-8	.	-1	-1	-1
CN1CCN(S(=O)(=O)c2ccccc2)CC1	-1.5	1	6	1	4	-3	6
Cc1cccc(C)c1NC(=O)COC(=O)CNC(=O)C1CCCCC1	2.7	6	-4	0	1	3	-7
O=C(C1CCC1)N1CC(=O)N2[C@H](C1)[C@@H](c1ccc(-c3cccnc3)cc1)[C@@H]2CO	-0.7	-9	.	0	4	0	13
Cc1nc(NC(=O)C2CC2)sc1C(=O)Nc1cccc(Cl)c1	-0.3	-1	.	0	-6	0	3
O=C(NCCc1ccccc1)C1CC(=O)N(C2CCCCC2)C1 (configuration not stated)	0.2	-14	.	0	1	0	2
O=C(C[C@@H]1CC[C@@H]2[C@H](COC[C@@H](O)CN2Cc2ccc(Cl)cc2)O1)NCCc1ccccc1	2.9	2	-8[16.7 µM]	1	3	0	-1
COC(=O)N/N=C/c1ccccc1OCc1ccccc1	.	-7	-3	0	2	-5	1
CCCNC(=O)N(C)C[C@H]1Oc2ncc(C#C[C@@H](C)O)cc2C(=O)N([C@H](C)CO)C[C@H]1C	2.6	-3	-4[16.7 µM]	2	0	-6	2
O=C(COc1ccccc1Cl)NCCCNC(=O)c1cccnc1	-1.3	0	.	4	-3	3	4
C[C@@H]1CN([C@@H](C)CO)C(=O)c2cccc(NC(=O)Nc3ccc4c(c3)OCO4)c2O[C@@H]1CN(C)Cc1ccc2c(c1)OCO2	3.8	2	-5[16.7 µM]	2	0	0	19
CCCN(C)C[C@@H]1Oc2cc(C#Cc3cccc(F)c3)ccc2S(=O)(=O)N([C@@H](C)CO)C[C@H]1C	-0.1	0	0[16.7 µM]	-4	3	1	-7
CCC(C)[C@H](NC(=O)NCCCOC(C)C)C(=O)OC (some centres not stated)	-1.8	4	1	3	-2	1	-7
NC(=O)c1ccc[n+](CC(=O)c2ccc(F)cc2)c1	0.4	0	.	-1	-2	4	-4
COc1ccccc1/C=N/NC(=O)c1ccc2c(c1)OCO2	-3.9	1	4	1	1	-3	-5
O=C(COC(=O)c1ccc(S(=O)(=O)N2CCCCC2)cc1)NC1CCCCC1	-0.5	5	-1	3	.	0	-5
O=C(Nc1cc(F)ccc1F)N[C@@H]1CC[C@H](CCn2cc(C3CCCC3)nn2)O[C@@H]1CO	5.6	3	.	-3	4	2	-2
CCCCN1C(=O)N(CCc2ccc(F)cc2)S(=O)(=O)c2cc(C(F)(F)F)ccc21	0.8	2	43	.	.	2	-2
CCc1ccc(NC(=O)c2ccccc2Br)cc1	0.2	1	.	1	1	2	-3
O=C(c1ccc2c(c1)C(=O)N(Cc1ccncc1)C2=O)N1CCN(S(=O)(=O)c2ccc(OC(F)(F)F)cc2)CC1	0.6	4	-2	0	-1	1	-4
CCCCOC(=O)Nc1ccc(S(=O)(=O)Nc2nccs2)cc1	0.0	3	.	-1	-3	-2	-2
N#Cc1cc(-c2ccccc2)nc(N2CCNCC2)n1	-3.5	5	.	.	6	-17	2
O=C(CCS(=O)(=O)c1ccc(Cl)cc1)Nc1cccc(S(=O)(=O)N2CCCCCC2)c1	-1.8	-5	.	0	-2	1	2
COc1ccc(NC(=O)c2cccc(N3C(=O)C4CC=C(C)CC4C3=O)c2)c(OC)c1 (configuration not stated)	-0.4	1	0	5	-3	-1	-3
CCOC1=C2CN(S(=O)(=O)c3ccc(C)cc3)C(c3cccc(Cl)c3)CC2NC(c2ccccc2)C1 (configuration not stated)	0.8	1	.	-2	-1	0	3
Cc1ccc(NC(=O)CSc2cccc3cccnc23)c(C)c1	-2.8	2	-4	-1	-7	-2	2
O=C(Nc1ccc2c(c1)OCCO2)Nc1ccc2c(c1)OCO2	-0.6	3	-24	0	-3	-1	7
C/C=C/c1ccc2c(c1)O[C@@H](CN(C)C(=O)Nc1ccccc1)[C@H](C)CN([C@@H](C)CO)S2(=O)=O	6.4	4	17[16.7 µM]	-2	-12	2	14
CC(C(=O)O)c1ccc2c(c1)[nH]c1ccc(Cl)cc12 (configuration not stated)	-4.0	-2	-1	-9	0	2	-1
C[C@@H]1CN([C@@H](C)CO)C(=O)c2cc(NC(=O)Nc3ccc(C(F)(F)F)cc3)ccc2O[C@@H](C)CCCCO[C@@H]1CN(C)C	-0.6	-1	0[16.7 µM]	-4	11	1	-11
COc1ccc(S(=O)(=O)Nc2ccccc2N2CCOCC2)cc1[N+](=O)[O-]	0.4	2	.	.	-2	8	-3
CN(C)CCCN(C(=O)COc1ccc(Cl)cc1)c1nc2ccc(F)cc2s1	-0.2	-3	-14	4	0	3	2
COCC(=O)Nc1ccc2c(c1)[C@H]1C[C@@H](CC(=O)N(C)C)O[C@@H](CO)[C@H]1O2	-2.2	-17	0[16.7 µM]	-1	0	0	?
C=CCNC(=O)[C@H]1[C@@H]2C(=O)O[C@@H](c3ccccc3)[C@@H](c3ccccc3)N2[C@@H](c2ccccc2OCCO)[C@]12C(=O)Nc1ccc(C#CCC(C(=O)OC)C(=O)OC)cc12	2.2	-4	.	-2	14	1	-6
C[C@@H]1CN([C@H](C)CO)S(=O)(=O)c2ccc(C#CC3CC3)cc2O[C@@H]1CN(C)C(=O)c1ccccc1	-0.9	-3	-9[16.7 µM]	4	-3	-3	.
CC(NC(=O)c1c(N)[nH]c(C(=O)c2ccccc2)c1-c1ccccc1Br)c1cccc2ccccc12 (configuration not stated)	-1.5	-6	.	0	0	3	6
The list goes on.
SMILES	CFTR F508del cor	ERp5 inh	miR-122 sensor	ERAP1 HTS inh	SIRT5 inh	Casp6 inh	DENV2 CPE rescue
CCn1cc(C(=O)NCCOC)c(=O)c2ccc(C)nc21	.	-8	-1	5	0	1	.
COc1ccc(CCNC(=O)CN(C)S(=O)(=O)c2cccs2)cc1	-6.1	25	-5	4	0	-1	-11
CCc1ccc(-n2c(=O)c3c(C)c(C(=O)N(C)C)sc3n(CC(=O)NCC3CCCO3)c2=O)cc1 (configuration not stated)	-2.6	2	-10	2	-21	3	3
CC(=O)NCCNC(=O)C1Cc2c(-c3ccccc3Oc3ccccc3)ccnc2O1 (configuration not stated)	3.2	-1	-1	0	.	-3	?
O=C(Nc1ccc(SC(F)F)cc1)C1=COCCO1	-1.8	1	-2	-3	-4	1	.
CC(CN1CCCC1)OC(=O)c1ccccc1Cl (configuration not stated)	.	3	-7	2	18*	-6	?
Cc1ccc(C(C)C)c(OCC(=O)N/N=C2\CC(=O)CC(C)(C)C2)c1	-0.2	2	.	-1	-3	2	3
Cc1onc(-c2ccccc2)c1C(=O)Nc1ccc(OC(C)C)cc1	1.3	0	-1	.	.	0	1
CN(CCOc1ccccc1)CCOc1ccccc1	3.2	0	-5	-1	.	-2	-5
CN(C)C(=O)[C@H]1[C@H](CO)[C@H]2Cn3c(ccc(-c4ccccc4F)c3=O)[C@@H]1N2C	-3.2	9	3[16.7 µM]	1	-2	2	-2
Cc1ccccc1OCCCN1CCC(C(O)(c2ccccc2)c2ccccc2)CC1	4.7	-4	.	-2	.	5	-1
Cc1nc2ccccc2n1CC(=O)NC1CCCC1	5.7	0	.	-6	4	-7	12
O=C1C[C@H]2[C@H](CO)[C@@H](OC(=O)c3ccc(-c4ccccc4)cc3)C[C@H]2O1	0.2	4	-5	.	0	2	10

Rewritten with two lines to a compound: entries from further up
Order of values: CFTR F508del cor, ERp5 inh, miR-122 sensor, ERAP1 HTS inh, SIRT5 inh, Casp6 inh, DENV2 CPE rescue
Cc1ccc(C(C)C)c(OCC(=O)N/N=C2\CC(=O)CC(C)(C)C2)c1
→ -0.2, 2, ., -1, -3, 2, 3
Cc1onc(-c2ccccc2)c1C(=O)Nc1ccc(OC(C)C)cc1
→ 1.3, 0, -1, ., ., 0, 1
CN(CCOc1ccccc1)CCOc1ccccc1
→ 3.2, 0, -5, -1, ., -2, -5
CN(C)C(=O)[C@H]1[C@H](CO)[C@H]2Cn3c(ccc(-c4ccccc4F)c3=O)[C@@H]1N2C
→ -3.2, 9, 3[16.7 µM], 1, -2, 2, -2
Cc1ccccc1OCCCN1CCC(C(O)(c2ccccc2)c2ccccc2)CC1
→ 4.7, -4, ., -2, ., 5, -1

Screening results from PubChem.
